Screening results deposited in PubChem BioAssay by several laboratories.
CHT block – inhibits the human high affinity choline transporter | Q9GZV3 | CHT-expressing cells, membrane potential dye, choline response; stronger effect = lower value | B-score at 10 µM | 0.86% of 310,000 active;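 active = B-score over 3 SD under the library average, and starting fluorescence ratio not unusually high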;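 note: choline stimulus applied at its EC90 after an EC20 pre-addition; B-score computed on integrated fluorescence ratio after choline addition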
Target sequence (Q9GZV3 whole entry, looked up): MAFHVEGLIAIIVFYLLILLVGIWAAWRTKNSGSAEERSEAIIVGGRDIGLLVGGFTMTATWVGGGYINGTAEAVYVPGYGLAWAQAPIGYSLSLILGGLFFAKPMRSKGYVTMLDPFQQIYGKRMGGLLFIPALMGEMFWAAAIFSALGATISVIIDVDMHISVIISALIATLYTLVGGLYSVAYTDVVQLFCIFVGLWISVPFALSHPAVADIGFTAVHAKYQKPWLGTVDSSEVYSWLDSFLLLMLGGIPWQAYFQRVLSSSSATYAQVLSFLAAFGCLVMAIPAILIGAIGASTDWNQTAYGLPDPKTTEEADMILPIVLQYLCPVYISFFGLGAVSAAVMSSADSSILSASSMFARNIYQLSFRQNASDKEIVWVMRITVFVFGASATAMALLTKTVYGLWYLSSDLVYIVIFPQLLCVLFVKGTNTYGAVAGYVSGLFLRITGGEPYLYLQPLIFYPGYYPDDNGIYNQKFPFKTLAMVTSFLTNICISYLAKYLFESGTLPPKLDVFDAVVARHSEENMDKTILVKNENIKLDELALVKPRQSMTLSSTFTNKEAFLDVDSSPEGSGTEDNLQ
CHT PAM – allosterically activates the human high affinity choline transporter; AID 488977; CHT-expressing cells, membrane potential dye, choline EC20; stronger effect = higher value; LV-AA mutant CHT in HEK293 cells; 0.49% of 310,000 active; Q9GZV3; B-score at 10 µM;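 active = initial fluorescence not abnormally high and integrated response B-score, plate-corrected, over 3 SD above library mean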
STK33 inh – blocks human STK33 kinase activity; 0.073% of 320,000 active; Q9BYT3; inhibition, % at 10 µM; purified STK33, MBP phosphorylation, ADP-Glo luminescence;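 active = inhibition at or above 25%, using the most active replicate where run in duplicate; inactive = inhibition below 25%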
Target sequence (Q9BYT3 whole entry, looked up): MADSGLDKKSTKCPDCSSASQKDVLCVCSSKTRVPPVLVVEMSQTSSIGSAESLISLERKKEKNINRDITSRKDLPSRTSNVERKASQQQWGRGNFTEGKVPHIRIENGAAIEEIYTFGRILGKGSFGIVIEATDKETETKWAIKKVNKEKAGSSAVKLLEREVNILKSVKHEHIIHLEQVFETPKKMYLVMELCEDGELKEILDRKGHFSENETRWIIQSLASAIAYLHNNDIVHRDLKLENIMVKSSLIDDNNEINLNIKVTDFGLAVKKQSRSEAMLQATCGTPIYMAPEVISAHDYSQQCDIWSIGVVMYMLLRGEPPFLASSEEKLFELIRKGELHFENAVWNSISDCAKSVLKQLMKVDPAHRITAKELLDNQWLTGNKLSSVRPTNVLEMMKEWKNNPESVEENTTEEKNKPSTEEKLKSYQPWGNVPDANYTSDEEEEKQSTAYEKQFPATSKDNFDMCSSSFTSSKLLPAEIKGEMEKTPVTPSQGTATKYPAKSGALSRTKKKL
The depositor's hits bear a star; i = inactive; / = no result given.

SMILES | CHT block | CHT PAM | STK33 inh
CC1(C)C(C=C(Cl)Cl)C1C(=O)N1CCN(c2ccccc2)CC1 (stereo not given) | i | i | -2.4
N#CC1=C(N)Oc2n[nH]c(-c3ccc(F)cc3)c2C1c1ccncc1 (stereo not given) | i | i | -1.9
COc1cc(/C=C(\C#N)C(=O)NC(C)C)cc(Cl)c1O | i | i | -0.3
COc1cc2cc(C(c3nnnn3C(C)(C)C)N3CCc4ccccc43)c(=O)[nH]c2cc1OC (stereo not given) | i | i | -1.3
C=CCOC(=O)C1=C(C)NC(SCC(=O)OCC)=C(C#N)C1c1ccc(C)cc1 (stereo not given) | i | i | -1.5
CC(C)(C)C1CCc2c(sc(NC(=O)CSc3nnc(-c4ccccc4)o3)c2C#N)C1 (stereo not given) | i | i | -0.2
O=C(/C=C/c1ccccc1)/C=C/c1ccccc1 | i | i | -0.4
CCCc1nnc(NC(=O)CCC(=O)N2CCN(CCOc3ccc(C)cc3)CC2)s1 | i | i | -2.1
Cc1[nH]c2ccccc2c1/C=N/NC(=O)CNC(=O)c1cccs1 | i | i | 0.7
CCOc1ccccc1NC(=O)CN(Cc1ccccc1)S(C)(=O)=O | i | i | 0.4
Cc1ccc(NC(=O)CNC(=O)c2cccs2)c(O)c1 | i | i | -2.1
CC1CC(C)CN(S(=O)(=O)c2ccc3c(c2)CCN3C(=O)C2CC2)C1 (stereo not given) | i | i | -0.7
CCCC(=O)NC(=S)Nc1ccc(N2CCOCC2)c(Cl)c1 | i | i | -0.3
O=C(O)C1=C[C@@H](c2ccc(C(F)(F)F)cc2)C[C@@H](OCc2ccc(CO)cc2)O1 | i | i | 1.1
Cc1cccc(NC(=O)CSc2nnc(-c3ccco3)c(-c3ccco3)n2)c1C | i | i | /
O=C(CSc1nc2ccccc2[nH]1)c1ccc2c(c1)OCO2 | -6.1* | i | -0.2
COc1cccc(-c2nc(Oc3cc(C)cc(C)c3)c3ccccc3n2)c1O | i | i | 0.0
C[C@@H](C(=O)NCC1CC1)[C@@H]1C[C@@]1(C)[C@@H](NC(=O)OCc1ccccc1)c1ccccc1 | i | i | 2.0
CC(C)(C)C(=O)N1CCC[C@H]1C(O)(c1ccccc1)c1ccccc1 | i | i | -0.8
CCOc1cccc(OCCOCCOc2ccccc2C(C)=O)c1 | i | i | -0.2
COc1ccc(C(=O)NCCS(=O)(=O)N2CCN(Cc3ccccc3)CC2)cc1 | i | i | 0.0
CC1(C)c2cc(O)ccc2OC1N1CCOCC1 (stereo not given) | i | i | 0.5
COC(=O)CNc1nc(Cl)nc(Nc2ccc(C)cc2)n1 | i | i | -0.5
CCOc1cccc2cc(-c3csc(NC(=O)CCC(=O)NCCCN4CCC(C)CC4)n3)c(=O)oc12 | i | i | 0.1
CC(C)(C)C(=O)COC(=O)c1ccc2c(c1)C(=O)N(Cc1ccco1)C2=O | i | i | -1.3
Cc1cc(C(=O)OCC(=O)N2c3ccccc3CC2C)c(C)o1 (stereo not given) | i | i | 0.5
COCN(C#N)c1nc(N(C)C)nc(N(C)C)n1 | i | i | 0.0
Cc1c(-c2ccccc2)nc(-c2ccccc2)[nH]c1=O | i | i | 0.5
CC(CCc1ccccc1)NC(=O)/C=C/c1ccc(F)cc1 (stereo not given) | i | i | 0.9
Cc1cccc(OCCOC(=O)CN2C(=O)NC3(CCCC3)C2=O)c1 | i | i | 0.6
CCOC(=O)c1[nH]cnc1C(=O)Nc1ccccc1C | i | i | -0.4
COc1cccc(CN2CCN(S(=O)(=O)c3ccccc3)CC2)c1OC | i | i | -1.3
O=C(c1cc2cc(Cl)ccc2oc1=O)N1CCCC1 | i | i | -0.2
FC(F)(F)c1ccc(C2[C@H]3CN(Cc4ccc(-c5ccccc5)cc4)[C@H](c4ccccc4)C34CC2(c2cccnc2)C4)cc1 (stereo not given in full) | i | i | -1.5
Cc1cc(C(=O)COC(=O)C2=NNC(=O)CC2)c(C)n1-c1ccc(OC(F)F)cc1 | i | i | -0.5
COc1cc(NC(=O)C2CC(=O)N(CCc3ccc(F)cc3)C2)cc(OC)c1OC (stereo not given) | i | i | -2.0

Records listed above shown as hits in CHT block.
canonical_smiles	CHT block	STK33 inh
O=C(CSc1nc2ccccc2[nH]1)c1ccc2c(c1)OCO2	-6.1*	-0.2

Other records
SMILES | CHT block | CHT PAM | STK33 inh
Oc1ccc(C[C@@H]2CNCCN2CC2(c3ccccc3)CC2)cc1 | i | i | -0.9
CCn1c(SCC(=O)Nc2ccc3c(c2)n(C)c(=O)n3C)nnc1-c1ccncc1 | i | i | -3.8
NC(=O)c1c(NC(=O)CSc2nnc(Cc3ccccc3)n2Cc2ccco2)sc2c1CCC2 | i | i | 0.8
CCn1nc(C)c([N+](=O)[O-])c1C(=O)NNC(=O)c1ccc(Cl)cc1 | i | i | -1.4
CC(=O)NC(CCS(C)(=O)=O)C(=O)Nc1c(F)cccc1F (stereo not given) | i | i | 0.3
CCCc1cc(NCCCO)n2c(nc3ccccc32)c1C#N | i | i | -0.3
COC(=O)/C(=C\c1c[nH]c2ccccc12)NC(C)=O | i | i | 5.1
COCCn1cnc2c1c(=O)n(CC(=O)NCC(F)(F)F)c(=O)n2Cc1ccccc1 | i | i | -0.3
CCOc1ccc(N(CC(=O)NCc2ccccc2)S(=O)(=O)c2c(C)noc2C)cc1 | i | i | -1.8
O=C(CSc1nnc(NC(=O)c2ccccc2)s1)NCc1ccco1 | i | i | -0.4
COc1ccc(-c2noc(CCC(=O)Nc3cccnc3)n2)cc1OC | i | i | -2.4
CCn1c(Cc2ccccc2)nnc1SCC(=O)c1cccc([N+](=O)[O-])c1 | i | i | -1.7
O=C(Cc1cccs1)Nc1cccc(-c2nnc(-c3ccco3)o2)c1 | i | i | -4.2
Cc1ccc(C(C)NC(=O)c2c(C)noc2C)cc1C (stereo not given) | i | i | -2.0
COc1ccc(C(=O)Nn2c(C)ccc2C)cc1OC | i | i | 0.9
CC(C)C(=O)Nc1cc2c3c(c1)CCN3C(=O)CC2 | i | i | 1.0
Cc1c(Cl)c([N+](=O)[O-])nn1CCCC(=O)Nc1sc2c(c1C(N)=O)CCC(C)C2 (stereo not given) | i | i | -2.0
COC(=O)C(C)(C(=O)OC)c1ccccc1[N+](=O)[O-] | i | i | -1.2
C/C(=N/O)c1ccccn1 | i | i | 0.2
CCOc1ccc(CN2C(=O)c3ccccc3C2C(=O)NCc2cccnc2)cc1 (stereo not given) | i | i | -2.5
N#CN=C(c1ccccc1)c1ccccc1 | i | i | -1.4
O=C1Nc2ccccc2C(O)(C(=O)NCc2ccco2)N1c1ccc(Cl)c(Cl)c1 (stereo not given) | i | i | -1.4
CC(C)NC(=O)c1sc2nc(-c3cccs3)cc(-c3cccs3)c2c1N | i | i | -7.5
CCC(C)NC(=O)CNC(=O)c1nn(-c2ccc(OC)c(Cl)c2)c(=O)c2ccccc12 (stereo not given) | i | i | 0.5
CCCc1c(C)c2ccccc2[nH]c1=O | i | i | -0.9
CN=C1SC(CC(=O)Nc2ccccc2F)C(=O)N1C (stereo not given) | i | i | -0.1
CC(C)CNc1nc(NC(C)(C)C)nc(Oc2ccc(=O)[nH]n2)n1 | i | i | 2.6
CCOC(=O)C1CCCN(C(=O)c2cc(COc3ccc(C)nc3)on2)C1 (stereo not given) | i | i | 1.1
COCCn1c(C)cc(C(=O)CSc2nc3ccccc3o2)c1C | i | i | -1.3
COCCCNC(=O)/C=C/c1ccc(Cl)cc1Cl | i | i | -1.6
CC(C)OC(=O)Nc1ccc(-c2ccc(NC(=O)OC(C)C)cc2Cl)c(Cl)c1 | i | i | -1.6
COc1ccc(-c2nn(-c3ccccc3)cc2CO)cc1 | i | i | 0.5
O=C(O)c1cc([N+](=O)[O-])ccc1NCc1ccccn1 | i | i | 0.5
O=C(CCSc1ccccc1)NNC(=O)c1ccccc1F | i | i | -0.1
CN1CC(=O)N(CC(=O)N2CCC(Cc3ccccc3)CC2)C1=O | i | i | 0.0
CC(C)(C)C1COc2ccccc2N1C(=O)c1ccccc1Cl (stereo not given) | i | i | -0.4

18 successive entries out of the list so far, for reference:
SMILES | CHT block | CHT PAM | STK33 inh
C/C(=N/O)c1ccccn1 | i | i | 0.2
CCOc1ccc(CN2C(=O)c3ccccc3C2C(=O)NCc2cccnc2)cc1 (stereo not given) | i | i | -2.5
N#CN=C(c1ccccc1)c1ccccc1 | i | i | -1.4
O=C1Nc2ccccc2C(O)(C(=O)NCc2ccco2)N1c1ccc(Cl)c(Cl)c1 (stereo not given) | i | i | -1.4
CC(C)NC(=O)c1sc2nc(-c3cccs3)cc(-c3cccs3)c2c1N | i | i | -7.5
CCC(C)NC(=O)CNC(=O)c1nn(-c2ccc(OC)c(Cl)c2)c(=O)c2ccccc12 (stereo not given) | i | i | 0.5
CCCc1c(C)c2ccccc2[nH]c1=O | i | i | -0.9
CN=C1SC(CC(=O)Nc2ccccc2F)C(=O)N1C (stereo not given) | i | i | -0.1
CC(C)CNc1nc(NC(C)(C)C)nc(Oc2ccc(=O)[nH]n2)n1 | i | i | 2.6
CCOC(=O)C1CCCN(C(=O)c2cc(COc3ccc(C)nc3)on2)C1 (stereo not given) | i | i | 1.1
COCCn1c(C)cc(C(=O)CSc2nc3ccccc3o2)c1C | i | i | -1.3
COCCCNC(=O)/C=C/c1ccc(Cl)cc1Cl | i | i | -1.6
CC(C)OC(=O)Nc1ccc(-c2ccc(NC(=O)OC(C)C)cc2Cl)c(Cl)c1 | i | i | -1.6
COc1ccc(-c2nn(-c3ccccc3)cc2CO)cc1 | i | i | 0.5
O=C(O)c1cc([N+](=O)[O-])ccc1NCc1ccccn1 | i | i | 0.5
O=C(CCSc1ccccc1)NNC(=O)c1ccccc1F | i | i | -0.1
CN1CC(=O)N(CC(=O)N2CCC(Cc3ccccc3)CC2)C1=O | i | i | 0.0
CC(C)(C)C1COc2ccccc2N1C(=O)c1ccccc1Cl (stereo not given) | i | i | -0.4

Additional compounds follow:
SMILES | CHT block | CHT PAM | STK33 inh
COc1ccc(CCNC(=O)c2cc(=O)c3cc(C)ccc3o2)cc1OC | i | i | 1.2
Cc1cccc(-c2nc(C)cc(=O)[nH]2)c1 | i | i | 0.8
COc1ccc(Nc2ccc(Cl)nn2)cc1 | i | i | 1.3
CSc1ccccc1NC(=O)c1cc(-c2ccco2)on1 | i | i | -0.4
COc1ccccc1-c1cc(C(=O)N/N=C/C=C/c2ccccc2[N+](=O)[O-])c2ccccc2n1 | i | i | -0.3
CCCC1=NN(C(=O)Cc2ccc([N+](=O)[O-])cc2)C(O)(C(F)(F)F)C1 (stereo not given) | i | i | 12
COc1cccc(NC(=O)CN2C(=O)CSc3ccc(S(=O)(=O)N4CCCCC4)cc32)c1 | i | i | -0.7
CC(C)Cc1oc(C(=O)O)cc1CN | i | i | -1.5
CCN(C(=O)COC(=O)c1ccc(OC)c(S(=O)(=O)N2CCCc3ccccc32)c1)C1CCS(=O)(=O)C1 (stereo not given) | i | i | -1.3
COc1ccc(CCNC(=O)CSc2nc(O)c(C(C)C)c(=O)[nH]2)cc1OC | i | i | -2.1
C=CCn1c(=O)c(C(=O)NCc2ccccc2)c(O)c2ccccc21 | i | i | -0.8
COc1ccc(-c2cc(C)no2)cc1S(=O)(=O)NCCCN1CCCCCC1 | i | i | 1.4
O=S(=O)(Oc1ccc(C(=S)N2CCOCC2)cc1)c1ccc(Cl)cc1 | i | i | -0.2
CCC(=O)Nc1ccc(S(=O)(=O)Nc2cccc(C)c2)cc1OC | i | i | 0.9
Fc1cccc(-n2c(-c3ccco3)nc3nc4ccccc4nc32)c1 | i | i | 0.6
Cc1ccoc1C(=O)N1CCCCC1C(=O)O (stereo not given) | i | i | -1.5
COc1cc2c(cc1OC)C(COc1ccc(F)cc1)N(C(=O)c1ccco1)CC2 (stereo not given) | i | i | 0.3
O=C(Nc1ccccc1)N1CCN(Cc2ccc3c(c2)OCO3)CC1 | i | i | -0.9
CC(Oc1ncnc2ccccc12)C(=O)Nc1cccc(S(=O)(=O)N2CCOCC2)c1 (stereo not given) | i | i | -0.4
O=C(Nc1ccccc1C(=O)NCC1CCCO1)c1ccc(Cl)cc1Cl (stereo not given) | i | i | -0.8
Cc1cccc(Cn2nnc3ccccc32)c1O | i | i | 0.1
O=C(COC(=O)c1ccc(N2CCCC2=O)cc1)c1ccccc1 | i | i | -1.0
Cc1cc(/C=C2/NC(=O)NC2=O)c(C)n1-c1ccncc1 | i | i | -2.0
COc1ccc(NC(=O)Cn2c(=O)sc3ccccc32)cc1 | i | i | 0.1
O=C(Cc1cccc(Cl)c1)Nc1ccc(Br)cc1 | i | i | -0.7
Cc1cccc(NC(=O)c2ccccc2NC(=O)Cc2ccccc2)c1C | i | i | -0.6
CC(=O)CCC1C2C(O)C(C(C)C)C(OC(=O)/C=C/c3ccccc3)CC12C (stereo not given) | i | i | -0.3
CC1(C)CC(OC(=O)c2ccco2)CC(C)(C)N1O | i | i | -1.1
COCCNC(=O)c1ccc(N2CC3CC(C2)c2cccc(=O)n2C3)c(NC(=O)c2ccc(Br)o2)c1 (stereo not given) | i | i | -0.9
C[C@H](NC(=O)c1nc[nH]c1C(=O)NCC(=O)OCc1ccccc1)C(=O)OCc1ccccc1 | i | i | 0.0
S=c1[nH]c(-c2ccccc2)cn1/N=C/c1cccc2ccccc12 | i | i | 0.1
O=C(c1ccccc1)N1CCN(CC#CC2(O)CCCCC2)CC1 | i | i | -0.8
CCN(CC)CCNc1cc(C)nc2c1C(=O)C(=O)C=C2N1CCCCC1 | i | 7.3* | 1.6
Cc1ccc(C(=O)N2CCN(C(=O)c3ccccc3)C2c2ccc(N(C)C)cc2)cc1 (stereo not given) | i | i | -1.1
C=CCSc1nc2sc3c(c2c(=O)[nH]1)CC(C)(CC)OC3 (stereo not given) | i | i | -1.2
CC1(C)CC(=O)C2=C(C1)Nc1ccccc1N=C2 | i | i | -1.3
